Screening results: PubChem BioAssay, National Center for Advancing Translational Sciences (NCATS)
uPA generation = qHTS for Inhibitors of Cell Surface uPA Generation; AID 540303, 2011; cell surface uPA generation assay, qHTS; hit rate 0.31% among 330,000; Potency, µM (top dose mostly 38.3 µM), for the others: at the highest dose activity change, negative = inhibition, hits mostly inhibitors; active = well fitted inhibition curve with a large enough effect; inconclusive = small, poorly fitted or top-dose-only effect; inactive = no such curve, though single readings can be large or run the other way; tested in mouse RAW 264.7 cells; note: potency is the fitted concentration of half-maximal effect; % is set by controls: 0 for no effect and ±100 for the full control effect; nearly all actives have a fitted effect of over 55% in size
TCR act = Activators of T cell receptors: qHTS campaign; primary human leukocytes, anti-CD3, IL-2 HTRF, 48 h; Potency, µM (titrated, usually from 9.22 µM), without a hit: top-dose activation of IL-2 secretion, most hits filed as activators; 330,000 tested, under 10 active; AID 504894, 2011; note: % of control where 0% means no effect
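Readout: HTRF IL-2, Eu-cryptate/d2 antibody pair, 320nm excitation, 665nm emission. Stimulus: a-CD3 beads, no co-stimulation. Cells: primary human leukocytes. Exposure: 48 hr with compound.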
TSHR antag = Antagonists of the Thyroid Stimulating Hormone Receptor: HTS campaign | Thyrotropin receptor (Homo sapiens), P16473 | TSHR-expressing cells, TSH-stimulated cAMP HTRF, 2 h; active compounds read low | activity change, negative = inhibition, % at 11.5 µM | hit rate 0.2% among 330,000 | AID 504810, 2011;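 active = activity change below a set negative limit, meaning inhibition stronger than a set level, cut at about -70% in these data; inconclusive = activity change between two set negative limits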; note: % is set by controls: 0 for no effect and ±100 for the full control effect
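TSHR-expressing cells were treated with compounds, then stimulated with TSH at EC80 (4nM final) for 2 hours at 37 deg C. Cellular cAMP was measured by HTRF competition between lysate cAMP and cAMP-d2 for a cryptate-labelled anti-cAMP antibody.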
BCR signal inh = qHTS Assay to Find Inhibitors of Chronic Active B-Cell Receptor Signaling; ABC-DLBCL IkBa-CBG/CBR reporter, luminescence ratio, 4 h; Potency, µM (highest dose often 46.1 µM), without a hit: top-dose ratio change, negative = lower green/red ratio, hits mostly inhibitors; hit rate 0.05% among 340,000; AID 493014, 2011; active = well fitted inhibition curve with a large enough effect in the signal ratio, with a control signal flat, not every such curve was filed as active; inconclusive = small, poorly fitted or top-dose-only effect, or effect the other way, or a change in a side signal; the % refers to the signal ratio;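 note: potency is the fitted concentration of half-maximal effect; plate controls were basal doxycycline-induced cells for no effect and cells given 10 µM MG132 for full effect; MG132 reads +100%, hits lower the ratio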
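Cell line TMD8 (human ABC DLBCL), stably expressing tet-inducible CBG68-IkBa fusion and CBR; IMDM/0.5% FBS; cpd up to 46 uM; dox induction, 4 h, 37C/5% CO2; dual luminescence; green/red ratio; MG132 control.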
Mito fusion act = qHTS Assay for Small Molecule Inhibitors of Mitochondrial Division or Activators of Mitochondrial Fusion | AID 485298, 2010 | S. cerevisiae fusion-defective mutant growth rescue, CellTiterGlo 48 h | hit rate 0.23% among 320,000 | Potency, µM (top dose mostly 46.1 µM), for inactives: at the highest dose growth rescue (activation), actives largely listed as activators;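 note: potency is the fitted concentration of half-maximal effect; % of control where 0% means no effect; nearly all actives have a fitted effect of over 45% in size; temperature-sensitive fusion mutants such as fzo1-1 at 37 °C on non-fermentable ethanol glycerol medium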
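Luminescent cell viability in 1536-well qHTS format served as the measure of rescued growth in ts fusion-mutant S. cerevisiae cultured on non-fermentable YPEG for 48 hours at 37C.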
Tb PFK inh = qHTS Assay to Find Inhibitors of T. brucei phosphofructokinase; ATP-dependent 6-phosphofructokinase (Trypanosoma brucei brucei), O15648; T. brucei PFK, ADP-Glo luminescence; Potency, µM (doses to about 57.5 µM), for the others: at the top dose activity, negative = inhibition, actives largely listed as inhibitors; hit rate 0.17% among 330,000;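 note: potency is the fitted concentration of half-maximal effect; 0% = uninhibited 1x PFK enzyme wells and -100% = no-enzyme wells; nearly all actives have a fitted effect of over 60% in size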
Target sequence (O15648 whole entry, looked up): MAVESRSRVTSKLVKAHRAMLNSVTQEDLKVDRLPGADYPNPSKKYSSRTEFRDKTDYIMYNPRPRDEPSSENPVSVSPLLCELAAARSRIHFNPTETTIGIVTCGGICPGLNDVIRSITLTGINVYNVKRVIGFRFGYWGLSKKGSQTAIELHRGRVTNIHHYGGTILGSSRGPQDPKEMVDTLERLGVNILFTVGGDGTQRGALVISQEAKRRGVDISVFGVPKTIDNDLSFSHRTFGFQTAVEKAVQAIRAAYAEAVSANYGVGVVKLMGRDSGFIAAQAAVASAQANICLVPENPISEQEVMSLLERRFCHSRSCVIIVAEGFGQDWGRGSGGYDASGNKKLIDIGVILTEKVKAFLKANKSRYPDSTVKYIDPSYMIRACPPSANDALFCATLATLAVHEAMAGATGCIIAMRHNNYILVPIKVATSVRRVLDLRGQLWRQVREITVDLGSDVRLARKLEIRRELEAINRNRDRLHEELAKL
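ADP-Glo luminescence quantified ADP after 45 min at room temperature, with 1.25 nM T. brucei PFK, 0.1 mM ATP and 0.5 mM fructose-6-phosphate in pH 8.0 TEA buffer. qHTS titrations up to 57 µM; curves classified by quality.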
PTAP TSG101 blk = qHTS Assay for Iinhibitors of HIV-1 Budding by Blocking the Interaction of PTAP/TSG101; Tumor susceptibility gene 101 protein (Homo sapiens), Q99816; Fluorescence polarization, FITC-PTAP peptide / Tsg101 binding; Potency, µM (top dose mostly 115 µM), inactives show at the highest dose activity change, negative = inhibition, hits mostly inhibitors; 340,000 tested, under 10 active; AID 493005, 2010; active = well fitted inhibition curve with a large enough effect in the main read-out, with a control signal flat, not every such curve was filed as active; inconclusive = small, poorly fitted or top-dose-only effect, or effect the other way, or a change in a side signal; inactive = no such curve, though single readings can be large or run the other way; note: potency is the fitted concentration of half-maximal effect; % of control where 0% means no effect
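Fluorescence anisotropy tracks displacement of a FITC-tagged PTAP peptide (50 nM) from the Tsg101 binding domain (10 uM), following a 20 min room-temperature incubation at pH 7.5.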
Eya2 inh = qHTS Assay for Inhibitors of the Phosphatase Activity of Eya2. Potency, µM (titrated, usually from 76.9 µM), for inactives: at the top dose activity, negative = inhibition, usual class: inhibitors. hit rate 0.006% among 330,000. Protein phosphatase EYA2 (Homo sapiens), O00167. recombinant Eya2, OMFP fluorescence dephosphorylation (OMFP is methylfluorescein phosphate); note: potency is the fitted concentration of half-maximal effect; % is set by controls: 0 for no effect and ±100 for the full control effect
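Eya2 protein (added as 0.2 uM solution) was preincubated with compound for 10 min at ambient temperature in 50 mM HEPES pH 7.5, 50 mM NaCl, 5 uM MgCl2, 0.05% BSA, 1 mM DTT. OMFP (added at 50 uM) then reacted 10 min; fluorescence read at 485/525 nm.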
ELG1 repair inh = qHTS screen for small molecules that inhibit ELG1-dependent DNA repair in human embryonic kidney (HEK293T) cells expressing luciferase-tagged ELG1; hit rate 2.3% among 330,000; HEK293T ELG1-luciferase reporter, luminescence, 16 h; DNA damage induced by 5-fluorouridine; Potency, µM (series often up to 46.1 µM), inactives show at the highest dose activity change, negative = inhibition, usual class: inhibitors; note: potency is the fitted concentration of half-maximal effect; % is set by controls: 0 for no effect and ±100 for the full control effect; nearly all actives have a fitted effect of over 55% in size
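DMSO vehicle served as the neutral condition. Each well held 2,000 cells given 5-fluorouridine plus compound; after 16 hr at 37 °C/5% CO2, ONE-Glo was added and luciferase measured 30 min later.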
B2AR arrestin = qHTS assay of beta-arrestin-biased ligands of beta2-adrenergic receptor. AID 492947, 2010. beta-arrestin recruitment to beta2AR, cell-based reporter. Potency, µM (highest dose often 46.1 µM), without a hit: at the highest dose activation, most hits filed as activators. Beta-2 adrenergic receptor (Homo sapiens), P07550. hit rate 0.02% among 330,000;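 note: potency is the fitted concentration of half-maximal effect; 0% = DMSO controls and full agonism = EC100 isoproterenol or metaproterenol; nearly all actives have a fitted effect of over 65% in size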
USP2a inh = qHTS Assay for Inhibitors of Ubiquitin-specific Protease USP2a Using CHOP2 as the Reporter; Ubiquitin carboxyl-terminal hydrolase 2 (Homo sapiens), O75604; USP2 core, Ub-CHOP2 coupled fluorogenic reporter, 485/531; Potency, µM (titrated, usually from 38.3 µM), without a hit: at the top dose activity change, negative = inhibition, usual class: inhibitors; hit rate 0.01% among 330,000;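 note: potency is the fitted concentration of half-maximal effect; plate controls were DMSO wells for no effect and full inhibition by NEM control for full effect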
Target sequence (O75604 whole entry, looked up): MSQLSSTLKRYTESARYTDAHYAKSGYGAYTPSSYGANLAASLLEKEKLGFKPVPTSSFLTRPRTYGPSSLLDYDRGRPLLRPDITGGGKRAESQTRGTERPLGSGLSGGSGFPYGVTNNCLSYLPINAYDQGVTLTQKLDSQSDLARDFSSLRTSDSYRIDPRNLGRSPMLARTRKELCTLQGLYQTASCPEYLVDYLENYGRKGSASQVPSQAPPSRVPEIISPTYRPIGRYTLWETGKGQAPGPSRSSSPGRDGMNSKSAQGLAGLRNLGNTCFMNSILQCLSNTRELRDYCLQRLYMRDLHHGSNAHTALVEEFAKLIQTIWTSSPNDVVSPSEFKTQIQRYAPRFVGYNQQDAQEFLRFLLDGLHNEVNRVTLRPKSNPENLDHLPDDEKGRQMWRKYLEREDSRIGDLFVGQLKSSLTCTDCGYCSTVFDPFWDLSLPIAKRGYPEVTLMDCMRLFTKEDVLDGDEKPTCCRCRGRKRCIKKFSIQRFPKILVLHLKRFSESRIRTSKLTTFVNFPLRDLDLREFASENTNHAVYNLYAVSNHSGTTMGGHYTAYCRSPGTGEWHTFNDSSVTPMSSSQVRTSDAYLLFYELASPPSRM
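Cell-free coupled assay: 10nM USP2 core preincubated 30min RT with compound in Tris-HCl pH 8.0/CaCl2/CHAPS buffer, then 25nM Ub-CHOP2 and 25nM reporter substrate; fluorescence (Ex 485/Em 531) read after 60min RT, normalized to NEM inhibition, concentration-response curves fitted.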
* hit, by the source's call; ? = inconclusive; . = not tested or not shown; & = joins results of further samples; [ ] = another dose, or the depositor's remark. Unless noted, calls come from the whole dose curve; as a rule, active = well fitted curve in the direction sought with a large enough effect; inconclusive = small, poorly fitted or top-dose-only effect, or another doubt; inactive = no such curve, though single readings can be large; an effect the other way counts as inactive or inconclusive.

SMILES	uPA generation	TCR act	TSHR antag	BCR signal inh	Mito fusion act	Tb PFK inh	PTAP TSG101 blk	Eya2 inh	ELG1 repair inh	B2AR arrestin	USP2a inh
CC(=O)c1ccc(S(=O)(=O)N2CCC(c3nnc(SCCN4CCCC4)n3C)CC2)cc1	-2%	-5%	10	6%	-7%	2%	-7%	7%	-11%	-0.2%	0%
O=C(O)C1CCCCC1C(=O)Nc1ccccc1F (stereo unspecified)	.	0%	14	?	0%	-1%	-1%	-22%	14%	-0.2%	-1%
COc1cccc(CN(C)C(=O)c2ccc(NC(=O)CC3SC(N4CCCC4)=NC3=O)cc2)c1OC (stereo unspecified)	23%	-7%	2	4%	1%	-8%	-5%	10%	20%	0.0%	-1%
Cc1cc(Nc2ccccc2)nc(N2CCOCC2)n1	6%	-3%	2	-6%	-3%	1%	-2%	-5%	22%	0.5%	2%
COc1ccc(-c2nc(-c3ccncc3)no2)cc1OC	-2%	3%	-16	?	2%	5%	-3%	2%[15.4 µM]	?	-0.8%	2%
C#Cc1cccc(-n2nnc(C(=O)OC)c2-c2ccccc2)c1	-5%	-5%	4	-4%	23%	-16%	-2%	-8%	?	-0.6%	-6%
O=S(=O)(c1ccccc1)n1ccc2cccnc21	-1%	-8%	-4	-4%	4%	-1%	-1%	1%	?	0.1%	3%
CCn1c(CNC(=O)c2ccccc2F)nnc1SCc1nc2ccccc2c(=O)[nH]1	.	.	-7	1%	15%	-1%	.	-9%	-3%	-1.0%	-5%
Cc1cc(C)c2c(c1)/C(=N/NC(=S)Nc1ccc(F)cc1)CCC2	0%	4%	17	?	-8%	0%	-7%	-4%	?	0.3%	-9%
CC1(C)SC2C(NC(=O)COc3ccccc3)C(=O)N2C1C(=O)O (stereo unspecified)	9%&12%	8%&-1%	4&-4	-15%&-17%	-3%&-2%	2%&0%	-2%&-3%	0%&-10%	6%&-7%	-0.1%&-0.8%	4%&6%
COc1ccc(-c2cc(C(F)(F)F)nc(SCCC(=O)NCc3ccccc3)n2)cc1	-6%	-3%	-1	?	-6%	1%	2%	0%	?	-0.1%	1%
O=C(N/N=C/c1ccc(C(F)(F)F)cc1)c1ccc(O)cc1	-11%	-2%	0	?	-3%	-2%	-4%	-5%	?	-0.6%	0%
CCOc1ccc(S(=O)(=O)N2CCC(c3ccccc3)CC2)cc1C(=O)O	-13%	7%	-12	2%	14%	1%	-1%	12%	1%	0.0%	1%
CCN(C(=O)CN1C(=O)CN(C)C1=O)c1cccc2ccccc12	-3%	1%[46.1 µM]	-5	1%	.	-3%	-8%	-3%	5%	0.0%	1%
CCCCC(=O)Nc1ccc(C(=O)Nc2ccc(S(=O)(=O)Nc3nccc(C)n3)cc2)cc1	-4%	-1%[46.1 µM]	13	4%	5%	3%	-3%	5%	0%	-2.3%	-1%
Cc1nn(Cc2noc(C(=O)NCC3CCCO3)n2)c(C)c1Br (stereo unspecified)	2%	-6%	2	1%	1%	-14%	-5%	9%	?	-0.5%	1%
CSCCC(NC(=O)c1ccccc1Br)C(=O)NNC(=O)c1csc(N2CCOCC2)n1 (stereo unspecified)	8%	10%	4	?	3%	7%	0%	1%	2%	0.0%	0%
COc1ccc(-c2ncncc2-c2ccccc2)c(O)c1	-3%	2%	-1	?	8%	0%	-6%	0%	?	-0.6%	-1%
Cc1ccc(S(=O)(=O)NC(C(=O)Oc2ccc3ccc(=O)oc3c2)c2ccccc2)cc1 (stereo unspecified)	2%	-10%[46.1 µM]	-5	1%	-5%	3%	-1%	-14%	3%	-0.7%	2%
Cc1csc(=O)n1CC(=O)OCC(=O)c1c(N)n(CC(C)C)c(=O)n(C)c1=O	-3%	-7%	-22	-7%	-1%	1%	-5%	8%	?	-0.5%	0%
CC(C)CC(=O)Nc1c2c(nn1-c1ccc(F)cc1)CS(=O)(=O)C2	2%	-1%	-2	-1%	-9%	0%	-4%	-8%	-1%	-0.1%	2%
OCCC1CN(Cc2ccc3nsnc3c2)CCN1C1CCCC1 (stereo unspecified)	5%	-4%	-1	?	1%	-2%	-2%	-13%	3%	-0.4%	4%
O=C1c2ccccc2C(=O)N1CCCCN(C(=O)c1ccco1)c1ccc(Cl)cc1	6%	-12%	-12	-5%	26%	1%	-5%	-6%	?	-0.7%	-3%
CC(C)(C)NC(=O)C(c1ccccc1)N(C(=O)c1csnn1)C1CC1 (stereo unspecified)	3%	-4%	-5	1%	-3%	0%	-4%	-27%	1%	-1.0%	3%
Cc1ccnc(NC(c2ccsc2)c2ccc3ccc(C)nc3c2O)c1 (stereo unspecified)	-8%	.	4	?	3%	-1%	1%	2%	-5%	0.8%	-9%
O=C(CCc1ccccc1)NC1CCCc2ccccc21 (stereo unspecified)	3%	0%	-2	-10%	6%	6%	-6%	7%	-11%	-0.1%	0%
O=C1NC(=O)/C(=C/c2ccco2)N1	1%	4%	-9	10%	1%	0%	.	-8%	19%	-0.1%	2%
Cc1sc2c(=O)n3c(nc2c1C(=O)NCCCN1CCOCC1)CCCCC3	-5%	5%	-4	0%	0%	-5%	-3%	-8%	9%	0.2%	1%
O=C(C1=C(O)C(=O)N(CCN2CCOCC2)C1c1ccc(F)cc1)c1cc2ccccc2o1 (stereo unspecified)	1%	-1%	-6	7%	0%	0%	-5%	0%	3%	0.0%	2%
CCOc1ccc(C(=S)N2CCCC2)cc1	3%	0%	-7	-57%	-7%	2%	-6%	5%	?	0.2%	-1%
O=C(Nc1ccc(N2CCCCC2)cc1)c1ccccc1	?	.	0	?	-4%	-8%	-9%	14%	?	-0.3%	1%
CCOC(=O)c1ccc2c(c1)nc(C1CCN(S(=O)(=O)c3cccs3)CC1)n2CC	-27%	1%	-7	-1%	3%	-5%	1%	15%	?	-0.1%	4%
Cc1cc(F)ccc1S(=O)(=O)N1CCCOC1CNC(=O)C(=O)NCc1ccncc1 (stereo unspecified)	0%	-4%	1	-5%	-2%	0%	0%	0%	-7%	0.2%	4%
COc1ccc(CN2CCN(C(=O)c3cccc(OC)c3OC)CC2)cc1OC	-2%	-1%	11	1%	-16%	-1%	0%	-2%	5%	0.1%	-1%
S=C(Nc1ccccc1)N1CCCCCCC1	-3%	-2%	5	?	0%	-7%	-1%	4%	18%	-0.1%	2%
S=C(NCCc1ccc(Cl)cc1)NCc1ccco1	5%	4%	-8	1%	-1%	-1%	-3%	-7%	-10%	0.1%	4%
COc1ccc(C)cc1S(=O)(=O)NCCN1CCOCC1	-3%	-1%	10	2%	6%	22%	-3%	-4%	11%	0.2%	8%
COc1ccc(/C(C)=N/NC(=O)CNC(=O)c2ccncc2)c(OC)c1	0%	-4%	4	1%	-2%	0%	-9%	-14%	17%	0.3%	3%
C=CCC1CCCCC12NC(=O)NC2=O (stereo unspecified)	-2%	0%	10	0%	1%	-6%	-6%	-19%	0%	-0.1%	0%
Cc1ccc(C(=O)c2cc([N+](=O)[O-])ccc2N2CCOCC2)c(C)c1	-10%	-4%	-20	?	-1%	1%	3%	-13%	20%	-4.7%	0%
CCN(CC)C(=O)Cn1c(=O)n(CC(=O)N2CCCCC2)c(=O)c2sccc21	-13%	5%	0	0%	-1%	-6%	0%	1%	12%	-0.8%	3%
Cc1ccc(N2CC(C(=O)Nc3ccccc3C(=O)N3CCOCC3)CC2=O)cc1 (stereo unspecified)	9%	1%	11	0%	0%	0%	0%	18%	4%	0.4%	-1%
O=C(COc1ccccc1)N/N=C/c1ccc2c(c1)OCO2	5%	-1%	12	4%	1%	-11%	0%	-15%	-8%	0.1%	2%
O=C(Nc1ccccc1Cl)N1CCN(c2ccccn2)CC1	.	1%[46.1 µM]	21	?	-1%	3%	-4%	-1%	6%	-0.4%	0%
